LMP1 NFkB inh = inhibitors of Epstein-Barr LMP1-induced NF-kappaB reporter. LMP1-induced NF-kappaB luciferase reporter cells, luminescence. inhibition, % at 12.5 µM. 0.69% of 350,000 active. AID 504558; in the data active = inhibition above about 41%;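 also: 0% = neutral control wells and 100% = reference inhibitor control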
NCOA2 inhibitor = inhibits human steroid receptor coactivator 2; HEK293 GAL4-SRC2 luciferase reporter, luminescence; inhibition, % at 9 µM; 0.17% of 370,000 active;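 active = inhibition above the mean inhibition of all tested compounds plus 3 SD, set per campaign, cut at about 52% in these data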;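 also: 0% = DMSO treated cells and 100% = cells given Gossypol at 36 µM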
TLR9-MyD88 inh = blocks human TLR9 binding to MyD88 | Q9NR96+Q99836 | CHO BLA complementation TLR9-MyD88, CCF4 FRET ratio | inhibition, % at 4.98 µM | 0.21% of 340,000 active | AID 504734;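 active = inhibition above the mean over all tested compounds plus 3 SD, cut at about 21% in these data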;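 also: 0% = DMSO only wells and 100% = clavulanate BLA inhibitor control wells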
SRC3 inh = inhibitors of human steroid receptor coactivator 3 (SRC3); AID 588352; inhibition, % at 3.6 µM; HEK293 GAL4-SRC3 luciferase reporter, luminescence; Q9Y6Q9; 0.17% of 360,000 active;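 active = inhibition above a per-campaign cutoff, the mean of all compounds plus 3 SD, cut at about 60% in these data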;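 also: 0% = DMSO-treated cells and 100% = gossypol-treated cells at 36 µM; higher means less SRC3-driven luciferase light from the GAL4 reporter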
NOD2 RIPK2 PPI = inhibitors of human NOD2-RIPK2 interaction. O43353. CHO BLA complementation NOD2-RIPK2, CCF4 ratio. inhibition, % at 4.98 µM. 0.38% of 360,000 active. AID 624267; in the data active = inhibition above about 21%;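 also: 0% = vehicle only and 100% = reference blocker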
Target sequence (O43353 whole entry, looked up): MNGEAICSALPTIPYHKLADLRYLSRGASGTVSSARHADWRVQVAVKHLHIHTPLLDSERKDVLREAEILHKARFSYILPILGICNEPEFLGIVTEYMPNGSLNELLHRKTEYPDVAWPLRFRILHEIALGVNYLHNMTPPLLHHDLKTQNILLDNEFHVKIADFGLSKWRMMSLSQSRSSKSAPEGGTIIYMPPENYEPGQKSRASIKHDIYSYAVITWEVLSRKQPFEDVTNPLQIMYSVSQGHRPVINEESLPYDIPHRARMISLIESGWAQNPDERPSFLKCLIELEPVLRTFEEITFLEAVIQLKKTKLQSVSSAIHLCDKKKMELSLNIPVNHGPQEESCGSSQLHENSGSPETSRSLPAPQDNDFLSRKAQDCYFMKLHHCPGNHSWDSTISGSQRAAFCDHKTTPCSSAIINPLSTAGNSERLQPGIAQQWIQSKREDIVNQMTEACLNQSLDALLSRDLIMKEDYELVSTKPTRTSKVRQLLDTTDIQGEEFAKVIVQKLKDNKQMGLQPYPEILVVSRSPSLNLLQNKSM
MC4R ag barr = activates human MC4R beta-arrestin recruitment; AID 540308; U2OS MC4R beta-arrestin complementation, luminescence; percent of melanotan II response, DMSO zero; P32245; 0.98% of 360,000 active; activation, % at 8.9 µM;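 active = activation above a per-plate cutoff, the mean activation of sample wells on that plate plus 3 SD, cut at about 8% in these data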
NR2F2 inh = inhibitors of human COUP-TFII (NR2F2) | P24468 | HEK293T NGFI-A luciferase reporter, luminescence | inhibition, % at 8.6 µM | 0.7% of 370,000 active;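 active = inhibition above a per-plate cutoff, mean inhibition of test wells between control levels plus 3 SD, cut at about 38% in these data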;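 also: cells cotransfected with COUP-TFII expression vector driving the NGFI-A reporter; 0% = median of COUP-TF2 test wells and 100% = reporter-only cells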
Target sequence (P24468 whole entry, looked up): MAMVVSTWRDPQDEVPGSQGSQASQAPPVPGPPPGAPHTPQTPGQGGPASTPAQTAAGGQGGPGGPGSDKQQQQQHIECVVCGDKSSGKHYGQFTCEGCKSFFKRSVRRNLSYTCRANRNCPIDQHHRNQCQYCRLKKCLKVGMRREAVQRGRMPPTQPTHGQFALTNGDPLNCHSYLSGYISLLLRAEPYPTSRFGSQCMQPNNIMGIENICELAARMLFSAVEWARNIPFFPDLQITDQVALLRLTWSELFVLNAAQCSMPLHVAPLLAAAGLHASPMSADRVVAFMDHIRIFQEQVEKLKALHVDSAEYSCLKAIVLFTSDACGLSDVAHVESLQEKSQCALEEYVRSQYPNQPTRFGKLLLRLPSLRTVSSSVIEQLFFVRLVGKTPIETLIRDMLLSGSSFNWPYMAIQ
ABHD5-PLIN5 inh = inhibitors of human ABHD5-perilipin-5 interaction. Q00G26+Q8WTS1. Split G. princeps luciferase complementation, luminescence, 4 h. inhibition, % at 4 µM. 0.78% of 360,000 active. AID 602281;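 active = inhibition above the mean inhibition across every tested compound plus 3 SD, cut at about 22% in these data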;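 also: 0% = DMSO only wells and the 100% control is not disclosed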
MC4R antag cAMP = blocks human MC4R cAMP signaling. MC4R-expressing cells, MTII-stimulated cAMP, LANCE TR-FRET. P32245. AID 540295. 0.48% of 360,000 active. inhibition, % at 6.5 µM;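 active = inhibition above its plate's cutoff, the mean of tested wells on that plate plus 3 SD, cut at about 29% in these data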;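 also: 0% = Melanotan II alone and 100% = Melanotan II plus saturating MCL0020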
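material = U2OS cells stably expressing human melanocortin 4 receptor (MC4R) | also added = Melanotan II challenge | dosing = single nominal compound dose of 6.5 µM | detection = TR-FRET with Eu-cAMP and labeled anti-cAMP, 671 nm | replication = singlicate | timing = compound 30 min, challenge 1 h, detection 1 h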
NCOA1 inh = inhibitors of human steroid receptor coactivator 1 (SRC1) | AID 588354 | inhibition, % at 3.6 µM | HEK293 GAL4-SRC1 luciferase reporter, luminescence | 0.12% of 360,000 active | Q15788;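 active = inhibition above the campaign mean plus 3 SD, with each screening campaign given its own cutoff, cut at about 60% in these data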;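 also: 0% = DMSO treated cells and 100% = gossypol at 36 µM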
NR5A2 inv ag = inverse agonists of human LRH-1 (NR5A2). O00482. HEK293T StAR-luciferase reporter, LRH-1 transfected, 24 h. inhibition, % at 3.6 µM. 0.13% of 360,000 active. AID 602396;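 active = inhibition above the mean inhibition of all tested compounds plus 3 SD, cut at about 73% in these data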;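 also: 0% = DMSO wells and 100% = reporter-only cells lacking LRH-1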
An asterisk follows results filed as active; . = no result given. Only part of the results is shown; count on the stated rates, not on these rows.

SMILES	LMP1 NFkB inh	NCOA2 inhibitor	TLR9-MyD88 inh	SRC3 inh	NOD2 RIPK2 PPI	MC4R ag barr	NR2F2 inh	ABHD5-PLIN5 inh	MC4R antag cAMP	NCOA1 inh	NR5A2 inv ag
O=C(C1CC=CCC1)N1CCN(C(=O)C2CC=CCC2)CC1 (configuration not stated)	8	-28	-1	8	-3	-1.8	5	0	0	7	-2
O=C(O)C(CCCCN1C(=O)C2C3C=CC(C3)C2C1=O)N1C(=O)C2C3C=CC(C3)C2C1=O (configuration not stated)	-1	7	8	15	-1	-1.2	-14	5	8	-5	-6
COc1ccc(/C=C(\C#N)C(=O)NC(C)c2ccccc2)cc1O (configuration not stated)	11	13	1	10	-5	-2.2	-4	12	-1	1	0
Cc1c(NC2=C(Cl)C(=O)N(c3ccccc3)C2=O)c(=O)n(-c2ccccc2)n1C	-6	-9	2	6	-6	0.3	0	-3	14	-14	-2
CN1C[C@@H]2C[C@@H](c3cccn3-c3nccs3)N3CCC[C@@]23C1=O	2	-29	-6	3	4	0.4	-10	4	4	-3	-18
O=C(Cn1cnc(S(=O)(=O)N2CCCC2)c1)Nc1ccc(OC(F)(F)F)cc1	-6	-2	-10	11	-7	0.4	10	8	-2	-11	3
Cc1cccc(CN2C(=O)c3ccccc3Sc3ccc(C(=O)NCCN4CCOCC4)cc32)c1	4	2	8	12	-3	1.2	-23	0	13	-6	-8
N#Cc1c(/N=C/C=C/c2ccccc2)sc2c1CCCC2	-16	0	4	4	-4	0.7	-20	-1	-6	-16	4
CC(C)CC(CC(C)C)=NNC(=O)c1ccc2c(c1)OCO2	-5	-27	-3	-7	3	-2.6	-1	-10	3	-40	-64
COc1ccc(-c2nnc(SC)nc2-c2ccc(OC)c([N+](=O)[O-])c2)cc1[N+](=O)[O-]	11	19	-2	18	-8	-0.1	13	12	5	-19	23
Cc1ccc(-c2nc3sc4c(c3c(=O)n2N)CCCC4)cc1	-19	-26	6	-102	0	-0.6	-46	2	6	-129	-167
O=C(Nc1cnccn1)Nc1ccccc1F	0	-1	-6	8	-9	-1.3	-6	5	11	-17	-26
CCCn1nc(C(=O)NCc2ccc3c(c2)OCO3)c2ccccc2c1=O	3	-6	4	7	-2	-0.2	-1	-3	12	-10	22
Cc1nc(SCc2cccc(F)c2)c2oc3ccccc3c2n1	-1	-7	-1	15	-8	5.3	-4	-8	-10	-31	13
Cc1cc(C)c(S(=O)(=O)N2CCN(S(=O)(=O)N3CCOCC3)CC2)c(C)c1	-8	-4	-7	-10	2	-2.7	-8	-1	4	8	-1
Cc1cccc(C)c1NC(=S)N=Nc1c(O)n(C)c2ccc(S(=O)(=O)N3CCOCC3)cc12	0	6	0	6	3	-1.9	5	-3	-1	-3	12
Cc1nn(C)c(Cl)c1CN1CCC(CO)(CC2CCCCO2)CC1 (configuration not stated)	3	20	-5	5	-4	-0.3	-28	5	-1	8	20
O=C(O)CC1(CC(=O)NCc2ccc(C(F)(F)F)cc2)CCCCC1	0	-9	0	28	-2	-3.8	12	-5	9	10	18
c1nc(N2CCC3(CC2)OCCO3)c2[nH]cnc2n1	7	-18	-15	-8	-18	0.8	9	1	26	-12	-16
CC1(C)CC(=O)C(C=Nc2ccc(NC3=C(C#N)C(=O)CC(C)(C)C3)cc2)=C(O)C1	-6	6	0	7	8	-3.1	-10	0	5	-36	2
O=C(c1ccccc1Cl)N(Cc1ccccc1F)N1C(=O)CCCC1=O	3	-5	12	10	2	-1.6	-9	1	7	-29	-4
CN(C)S(=O)(=O)c1ccc(C(=O)Nc2nnc(SCc3cccc4ccccc34)s2)cc1	10	7	-2	14	2	1.8	-1	2	16	-4	-27
CC(=O)Nc1cccc2c1C(=O)N(c1ccccc1OC(C)=O)C2=O	-5	-7	-67	21	3	-0.8	26	0	5	5	9
COc1ccc(NC(=O)c2ccc(Br)o2)cc1	-19	-82	-1	-87	7	0.2	-42	-1	-2	-70	-104
CC1CN(C(=O)Cn2cc(SCC(=O)N3CCOCC3)c3ccccc32)CC(C)O1 (configuration not stated)	-4	-5	-6	-22	-1	-0.8	-14	-4	10	-9	-11
SMILES	LMP1 NFkB inh	NCOA2 inhibitor	TLR9-MyD88 inh	SRC3 inh	NOD2 RIPK2 PPI	MC4R ag barr	NR2F2 inh	ABHD5-PLIN5 inh	MC4R antag cAMP	NCOA1 inh	NR5A2 inv ag
Cc1cccc(C)c1NC(=O)C(C)N1CCCCC1 (configuration not stated)	-10	1	1	8	2	-1.9	16	0	4	17	2
CCc1nnc(NC(=O)CSc2nc(-c3ccccc3)cc(-c3ccc(OC)cc3)c2C#N)s1	-11	-2	1	2	-4	0.6	-8	-1	10	-3	-11
O=C(O)c1ccc(Cl)c(S(=O)(=O)Nc2ccc(S(=O)(=O)N3CCCC3)cc2)c1	4	13	0	-4	-9	-2.2	1	0	-3	2	-5
O=C(N=C1SC2CS(=O)(=O)CC2N1Cc1ccc(F)cc1)C1CC1 (configuration not stated)	-4	-18	-9	4	-2	-2.9	-8	-6	2	4	-16
Cc1ccccc1N1CCN(CC(=O)Nc2nccs2)CC1	-1	6	4	3	-5	0.3	5	-2	0	-12	-4
CC1(C)CC[C@]2(C(=O)O)CC[C@]3(C)C(=CC[C@@H]4[C@@]5(C)CC[C@H](O)C(C)(C)[C@@H]5CC[C@]43C)[C@@H]2C1	-4	11	-3	2	-8	0.8	4	2	9	-22	-12
Cc1c(Cl)c([N+](=O)[O-])nn1CC(=O)N1CCCC1	1	12	0	9	11	-2.2	10	-6	4	10	6
Cc1cc(C)nc(SCC(=O)c2ccc([N+](=O)[O-])cc2)n1	-4	1	6	-6	-9	-0.8	-1	-12	0	-12	2
O=C(CO)N/N=C/c1cccc(Cl)c1Cl	-34	-8	-6	-12	3	-1.6	-2	-2	-1	-18	-19
COc1cc(NC(=O)COC(=O)Cn2cnc3c2c(=O)n(C)c(=O)n3C)cc(OC)c1	-9	4	-5	11	-6	-0.7	-7	5	-2	8	5
C/C(=N/N=C/c1ccccc1O)c1ccccc1O	-1	-71	12	-109	-2	1.7	-12	-2	0	-112	-35
S=c1[nH]nc(CSCCOc2ccccc2)o1	3	3	5	2	-1	-0.6	1	4	1	4	3
CN(C)C(=O)/C(=C/c1cn(-c2ccccc2)nc1-c1cccc([N+](=O)[O-])c1)NC(=O)c1ccccc1	-8	6	1	12	-9	-3.2	6	4	2	10	-4
O=C(O)CC12CC3CC(C1)CC(n1ncc(NCc4ccc(F)cc4Cl)c(Cl)c1=O)(C3)C2	1	3	4	-2	-3	-0.8	4	0	2	7	6
CCOC(=O)N1CCN(C(c2ccc(C(C)C)cc2)c2sc3nc(C)nn3c2O)CC1 (configuration not stated)	1	18	-3	7	-7	0.1	-8	5	0	-3	-15
CCCCOc1ccc(C(=O)N=c2sccn2C)cc1OC	-18	-50	-3	-76	-6	-2.7	-27	-1	-1	-93	-72
CCC/C=C/c1ccc(CN2C(CC(C)C)C(=O)N(Cc3cn(Cc4ccco4)nn3)CCS2(=O)=O)cc1 (configuration not stated)	-8	13	-7	9	0	-0.7	21	0	4	-1	9
Cc1cnc(NC(=O)Cc2ccc(Br)cc2)s1	2	-19	5	-31	-4	0.8	3	2	9	-14	2
CCCn1c(=N)n(CCOc2ccc(OC)cc2)c2ccccc21	1	4	7	-3	-3	-0.6	11	3	1	10	15
Cc1ccc(-n2nnc3c(=O)n(CC(=O)N4CCOCC4)cnc32)cc1	-4	-12	-6	6	-9	-0.2	1	-2	16	2	17
COc1ccc(N2CCN(C(=O)CCS(=O)(=O)c3ccc4c(c3)CCN4C(=O)C3CC3)CC2)cc1	2	-9	7	-15	-3	-0.5	-11	-6	-2	-45	7
COc1cc(OC)cc(C(=O)N(Cc2ccco2)c2c(N)n(Cc3ccccc3)c(=O)[nH]c2=O)c1	3	13	-4	-6	-8	-0.9	-16	1	8	-6	5
Cc1ccc(N=C2C(=O)Nc3c(C)cccc32)cc1	-4	-7	5	7	-4	-0.2	4	-10	9	4	-5
Cc1cc(C)c(NC(=O)COC(=O)c2cccc3c2C(=O)c2ccccc2C3=O)c(C)c1	6	-11	1	-13	-7	-1.6	3	1	9	1	-18
Cc1[nH]c2ccc(C(=O)NCCCN(C)C3CCCCC3)cc2c1C	4	7	-21	-7	-5	-3.5	-9	4	-2	-20	-11
SMILES	LMP1 NFkB inh	NCOA2 inhibitor	TLR9-MyD88 inh	SRC3 inh	NOD2 RIPK2 PPI	MC4R ag barr	NR2F2 inh	ABHD5-PLIN5 inh	MC4R antag cAMP	NCOA1 inh	NR5A2 inv ag
CC(=O)c1ccc(S(=O)(=O)NCCC(=O)OC(C)C(=O)Nc2ccc(F)cc2)cc1 (configuration not stated)	-3	-1	-1	2	12	-1.0	-4	2	-1	-15	-4
O=C(c1[nH]ncc1-c1ccc(Cl)cc1)C1CO1 (configuration not stated)	.	1	.	13	-2	-0.2	-12	0	8	-1	-10
CCCOc1ccc(C(=O)CCC(=O)NNC(=O)c2ccncc2)cc1	5	-10	-6	11	-4	-3.2	-9	0	10	9	15
CCc1nc(SCC(=O)NCCc2ccccc2)c2oc3ccccc3c2n1	-11	-13	-17	7	-5	0.5	-10	2	3	-9	10
O=C1NN=C(c2ccccc2)CC1c1ccc(Cl)cc1Cl (configuration not stated)	0	-11	-12	16	-17	-1.1	1	-5	-9	16	5
O=C(NC1=NCCS1)c1ccc(Cl)cc1	-41	-45	6	-107	0	0.5	-53	-1	9	-94	-105
COc1ccc(-c2cc(=O)c3ccccc3n2C)cc1	1	-17	7	29	-3	-2.7	15	1	2	10	-37
N#Cc1ccc(OCCOCCNC2CCCC2)cc1	-14	-6	-1	5	-4	-2.2	3	-2	5	1	-2
COC(Cc1n[nH]c(=S)n1-c1ccc(Cl)cc1)OC	5	15	-6	-10	-12	-2.4	3	-2	-8	-10	0
CC(=O)N1CC(C)Sc2ccc(S(=O)(=O)NC3CCCCC3C)cc21 (configuration not stated)	1	-24	5	2	10	-3.0	-13	-4	7	-3	2
C/C(=N\O)c1c(O)cc(-c2ccccc2)n(-c2ccccc2)c1=O	7	-1	.	2	-10	1.8	0	1	9	-9	8
CCC1OC(C2CC2)CC2=C1C(=O)OC(C)(C)O2 (configuration not stated)	.	-17	.	.	-24	.	-11	11	.	.	-31
CN(C)S(=O)(=O)c1ccc(N)c([N+](=O)[O-])c1	0	-6	-13	-5	-10	-2.5	20	2	-2	17	3
FC(F)(F)c1ccc(NCc2ccccn2)nc1	2	-43	5	-39	-2	0.1	-22	1	3	-42	-47
